Glioma ERSR ind: ER stress response induction in glioma | U87-MG GRP78 promoter luciferase reporter, 16 h | Potency, µM, for inactives: at the top dose activation, actives largely listed as activators | hit rate 0.02% among 420,000; also: potency is read from the fitted curve at half-maximal effect; series mostly up to about 76 µM; % of control where 0% means no effect; nearly all actives have a fitted effect of over 35% in size
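ERSR induction read as luciferase luminescence (Bright-Glo, 10 min at room temperature) in stably transfected human U87-MG glioma cells exposed to compounds for 16 h, using GRP78 as sensor.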
POLI inh: blocks human DNA polymerase iota activity; Q9UNA4; Pol iota fluorescent replication assay, 10 min; Potency, µM (highest dose often 115 µM), for the others: at the highest dose activity, negative = inhibition, most hits filed as inhibitors; hit rate 1% among 390,000; also: potency is read from the fitted curve at half-maximal effect
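Fluorescent replication assay read twice, at 0 min and 10 min after adding 50 nM (final) substrate. Enzyme (10 nM) and compounds were first incubated 15 min at room temperature; enzyme-free buffer wells were negative controls.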
APE1 inh: inhibitors of human APE1 endonuclease. P27695. recombinant APE1, TAMRA/BHQ-2 abasic DNA cleavage fluorescence. Potency, µM (doses to about 65.8 µM), for the others: top-dose activity change, negative = inhibition, most hits filed as inhibitors. hit rate 0.35% among 350,000. AID 2517;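 also: potency is read from the fitted curve at half-maximal effect; plate controls were vehicle for no effect and reference inhibitor for full effect; nearly all actives have a fitted effect of over 55% in size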
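Activity was derived from the fluorescence gain between first and third kinetic reads (60 s intervals, ex 525/em 598 nm) after 50 nM THF-abasic TAMRA/BHQ-2 duplex was added to 0.75 nM APE1 preincubated 15 min with compound.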
Pol kappa inh: DNA polymerase kappa (human) inhibition; AID 588579; purified Pol kappa, fluorescent DNA synthesis assay, 10 min; Potency, µM (titrated, usually from 107 µM), for the others: at the highest dose activity, negative = inhibition, usual class: inhibitors; hit rate 0.53% among 400,000; Q9UBT6; also: potency is read from the fitted curve at half-maximal effect; % is scaled to controls: 0 for no effect and ±100 for the full control effect
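Here, compound and 10 nM enzyme are combined for 15 min at room temperature; adding 50 nM substrate (final) starts DNA synthesis, tracked by fluorescence at 0 and 10 min against buffer-only wells.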
Anesthetic bind: binds horse apoferritin like a general anesthetic; AID 485281; hit rate 0.074% among 350,000; apoferritin/1-aminoanthracene competitive binding, fluorescence; P02791; Potency, µM (doses to about 77.5 µM), without a hit: at the top dose activity change, negative = displacement, hits mostly inhibitors; also: potency is read from the fitted curve at half-maximal effect; % is scaled to controls: 0 for no effect and ±100 for the full control effect; nearly all actives have a fitted effect of over 20% in size
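Horse-spleen apoferritin (10 uM) was mixed with 50% saturated 1-aminoanthracene in PBS, exposed to compounds for 10 min at room temperature, and read for fluorescence (ex 380 nm, em 535 nm). Competitive displacement was fitted with a four-parameter Hill equation.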
Pol beta inh: inhibitors of human DNA polymerase beta | P06746 | Potency, µM (top dose mostly 114 µM), for inactives: at the top dose activity change, negative = inhibition, most hits filed as inhibitors | hit rate 1.3% among 340,000 | Pol beta primer extension/strand displacement, fluorescence kinetic; also: potency is read from the fitted curve at half-maximal effect; % is scaled to controls: 0 for no effect and ±100 for the full control effect
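Reaction started by 50 nM substrate onto compound-treated Pol beta (10 nM, 15 min preincubation, room temperature); plates read at 0 min and 10 min. Normalized concentration-effect data fitted by four-parameter Hill equation.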
LDHA inh: LDHA (human) enzyme inhibition. P00338. purified LDHA, NADH/diaphorase-resazurin fluorescence; hits give low values. activity change, % (values are at about 110 or 230 µM). hit rate 0.15% among 480,000. AID 1347041; in the data active = activity change below about -30%; inconclusive = mostly about -25% to -30%;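 also: plate controls were DMSO wells for no effect and wells without enzyme for full effect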
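Remaining NADH was detected by diaphorase (0.133 mg/mL) converting 37 µM resazurin to fluorescent resorufin, read at 0 and 20 minutes. The preceding 5-minute room-temperature reaction used 2 nM LDHA, 0.2 mM sodium pyruvate and 0.06 mM NADH at pH 7.4.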
BLM helicase inh: Bloom syndrome helicase (human) inhibition; Potency, µM (doses to about 56.1 µM), inactives show at the top dose activity change, negative = inhibition, usual class: inhibitors; AID 2528; recombinant BLM DNA unwinding, fluorescence dequenching; P54132; hit rate 0.2% among 350,000;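 also: potency is read from the fitted curve at half-maximal effect; plate controls were vehicle for no effect and no enzyme for full effect; nearly all actives have a fitted effect of over 35% in size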
Target sequence (P54132 whole entry, looked up): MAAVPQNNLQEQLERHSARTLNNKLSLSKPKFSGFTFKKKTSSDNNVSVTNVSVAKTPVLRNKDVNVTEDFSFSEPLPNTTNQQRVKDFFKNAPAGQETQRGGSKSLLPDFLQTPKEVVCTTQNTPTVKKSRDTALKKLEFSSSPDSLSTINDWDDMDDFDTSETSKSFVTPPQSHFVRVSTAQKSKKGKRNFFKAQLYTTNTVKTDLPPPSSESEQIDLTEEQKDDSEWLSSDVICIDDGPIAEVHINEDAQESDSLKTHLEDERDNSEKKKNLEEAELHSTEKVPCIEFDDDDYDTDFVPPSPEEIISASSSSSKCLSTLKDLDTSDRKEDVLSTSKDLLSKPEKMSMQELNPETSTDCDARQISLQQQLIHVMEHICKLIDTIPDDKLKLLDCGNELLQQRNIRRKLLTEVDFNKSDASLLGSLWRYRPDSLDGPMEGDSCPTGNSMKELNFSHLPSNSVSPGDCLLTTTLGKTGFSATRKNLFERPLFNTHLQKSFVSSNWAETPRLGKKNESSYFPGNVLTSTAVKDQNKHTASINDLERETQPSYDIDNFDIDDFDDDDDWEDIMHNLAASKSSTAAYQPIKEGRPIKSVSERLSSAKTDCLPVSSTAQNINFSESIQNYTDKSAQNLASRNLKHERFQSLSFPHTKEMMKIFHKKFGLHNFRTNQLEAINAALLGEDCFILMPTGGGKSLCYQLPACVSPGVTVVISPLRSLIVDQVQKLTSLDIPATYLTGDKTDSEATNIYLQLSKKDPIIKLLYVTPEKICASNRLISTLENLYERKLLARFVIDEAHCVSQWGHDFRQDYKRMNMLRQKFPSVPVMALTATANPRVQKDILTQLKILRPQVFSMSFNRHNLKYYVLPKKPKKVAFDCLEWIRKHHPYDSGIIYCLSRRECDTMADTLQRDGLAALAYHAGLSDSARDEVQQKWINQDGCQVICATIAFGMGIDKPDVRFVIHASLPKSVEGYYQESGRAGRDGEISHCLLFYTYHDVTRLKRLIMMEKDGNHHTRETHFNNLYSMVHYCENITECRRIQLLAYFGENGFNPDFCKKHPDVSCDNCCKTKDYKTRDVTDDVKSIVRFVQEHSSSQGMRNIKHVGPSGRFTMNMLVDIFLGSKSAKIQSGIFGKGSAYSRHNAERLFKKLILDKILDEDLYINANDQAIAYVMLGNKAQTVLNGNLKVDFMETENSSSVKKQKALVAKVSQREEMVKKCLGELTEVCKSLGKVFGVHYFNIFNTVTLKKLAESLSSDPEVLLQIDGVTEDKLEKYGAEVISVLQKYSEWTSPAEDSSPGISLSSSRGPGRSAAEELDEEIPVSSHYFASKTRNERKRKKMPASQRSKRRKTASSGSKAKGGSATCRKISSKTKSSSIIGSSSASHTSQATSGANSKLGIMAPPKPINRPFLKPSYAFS
POLH inh: DNA polymerase eta (human) inhibition | recombinant Pol eta, fluorescent DNA replication assay | Potency, µM (top dose mostly 114 µM), for the others: at the top dose activity change, negative = inhibition, hits mostly inhibitors | AID 588591 | Q9Y253 | hit rate 1.2% among 390,000; also: potency is read from the fitted curve at half-maximal effect; % is scaled to controls: 0 for no effect and ±100 for the full control effect
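Pol eta at 10 nM preincubated with compounds 15 min at room temperature; reaction started with fluorescent substrate (50 nM final) and read kinetically at 0 and 10 min.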
* = called active by the depositor; ? = inconclusive; . = no result given; & = joins results of further samples; [ ] = another dose, or the depositor's remark. Unless noted, calls follow the shape of the dose curve; as a rule, active = well fitted curve in the direction sought with a large enough effect; inconclusive = small, poorly fitted or top-dose-only effect, or another doubt; inactive = no such curve, though single readings can be large; an effect the other way counts as inactive or inconclusive. Some of the compounds tested; rates above refer to the full screens.

Each structure is followed by: Glioma ERSR ind, Pol beta inh, APE1 inh, POLH inh, Anesthetic bind, LDHA inh, BLM helicase inh, Pol kappa inh, POLI inh
> COc1ccccc1CCn1c(=O)c(-c2ccc(F)c(F)c2)nc2cncnc21
  -4%, ., ?, ., ., ., -1%, -4%[60.1 µM], .
> COc1ccc(N=C2SC(C(N)=O)CC(=O)N2CCc2ccc(OC)c(OC)c2)cc1 (stereo unspecified)
  -3%, ?, -8%, ?, -15%, -2, -3%, 0%, 2%
> Cc1cccc(OC(C)C(=O)Nc2ccccc2C(=O)N2CCCCC2)c1 (stereo unspecified)
  -7%, 1%, -17%, 0%, -9%, -3, -2%, -7%, 21%
> O=C(NCCc1c[nH]c2ccccc12)/C(=C\c1cccnc1)NC(=O)c1cccs1
  -3%, 2%, 1%, -7%, -5%, -6, 3%, -15%, 17%
> Cc1ccc(NC(=O)C2CC(O)CN2C(=O)OCc2ccccc2)cc1C (stereo unspecified)
  0%, ?, 25%, -13%, -1%, -19, -3%, -6%, 31%[activator]
> NCC(O)COc1ccc2c(c1)OCO2 (stereo unspecified)
  -7%, 2%, 11%, -15%, 2%, 7, -8%, 0%, -19%
> Cc1ccc(CN(CC(O)COc2cccc3[nH]cc(C)c23)C(C)(C)C)cc1 (stereo unspecified)
  -5%, -2%, 15%, -14%, -8%, 0, -1%, -6%, -24%
> O=c1[nH]c(=O)c2ncn(C3OC(CO)C(O)C3O)c2[nH]1 (stereo unspecified)
  -2%, ., ., ., ., 2, ., 10%, 9%
> CC(C)(C)c1ccc(C(=O)N2CCC(C(=O)NCc3ccncc3)CC2)cc1
  1%, -1%, 3%, 8%, 10%, 0, -3%, -4%, 28%
> O=C(COc1ccc(Cl)cc1)Nc1cccc(S(=O)(=O)NC2=NCCCCC2)c1
  -3%, ., -14%, -19%, ., -3, ., -5%, 16%
> O=C(NC(=S)Nc1nc(-c2cccc3ccccc23)cs1)c1cc2ccccc2o1
  1%, 0%, 17%, 2%, 11%, -11, -5%, -6%, 138%[activator]
> CC(=O)OCP(C)(=O)COC(C)=O
  1%, -2%, 1%, -6%, -6%, -4, -7%, -9%, 2%
> Cc1nc2sccn2c(=O)c1S(=O)(=O)NCCc1ccc(Cl)cc1
  1%, 39%, 20%, -10%, -4%, -3, 3%, 14%, 0%
> Cc1ccc(NC(=O)c2cc([N+](=O)[O-])ccc2N2CCOCC2)cc1C
  -2%, 26%, -4%, -20%, -15%, 1, -6%, -1%, 32%[activator]
> C=CC[C@@H]1C=C[C@H](O/N=C/c2ccc(C(=O)N3[C@H](c4ccc(C)cc4)[C@@H](C)CC[C@H]3C(=O)OC)cc2)[C@@H](CO)O1
  ., 9%, 2%, ., -5%, ., -10%, ., .
> O=C(CSc1nc2nccnc2c(=O)n1CCc1c[nH]c2ccccc12)Nc1ccc(F)cc1
  1%, 20%, ., 1%, -9%, -9, 1%, 1%, 26%
> CSCc1c(C(=O)NC2CCCc3ccccc32)oc2ccccc12 (stereo unspecified)
  -1%, 5%, 15%, -3%, -5%, -3, -7%, -1%, 15%
> Cn1ccnc1CN1CCN(C(=O)c2cc(COc3ccc(F)c(F)c3)on2)CC1
  1%, 39%, 3%, 5%, -8%, -6, 0%, -4%, 4%
> Cc1ccc(S(=O)(=O)N2CCN(C(=O)COC(=O)COc3ccccc3)CC2)cc1
  -6%, 6%, -2%, -17%, -11%, 0, -4%, -2%, 18%
> CCCCn1c(N)c(N(CCOC)C(=O)CCNC(=O)c2ccccc2Cl)c(=O)[nH]c1=O
  -2%, 9%, 3%, -4%, 3%, 0, -1%, 3%, 23%
> Cc1cc(C)n(-c2cc(Cl)ccc2[N+](=O)[O-])n1
  1%, 25%, 2%, 5%, -22%, -3, 0%, 4%[60.1 µM], 12%
> CS(=O)(=O)N1CCN(C(=O)c2ccncc2)CC1
  -2%, 49%, -10%, -13%, -18%, -7, 0%, -3%, 5%
> COc1cccc(F)c1C(C[N+](=O)[O-])c1c(N)n(C)c(=O)n(C)c1=O (stereo unspecified)
  -14%, 20%, 5%, -22%, 3%, -5, -2%, 0%, 21%
> COc1ccc(C2CC3(O)NC(=O)C(C#N)(C3C)C2(C#N)C#N)cc1 (stereo unspecified)
  -1%, 9%, -4%, -12%, 1%, -4, -1%, -12%, 1%
> CC(=O)c1sc(NC(=O)c2ccccc2F)nc1C
  -8%, -8%, -5%, 7%, -6%, -11, 1%, -7%, -11%
> O=C(NCc1ccc2c(c1)OCO2)c1cc([N+](=O)[O-])ccc1N1CCOCC1
  -4%, ., -13%, -3%, ., -1, ., 6%, -2%
> Cc1coc2c(C)c3oc(=O)c(CCC(=O)N4C[C@H]5C[C@@H](C4)c4cccc(=O)n4C5)c(C)c3cc12
  2%, 18%, 15%, -14%, -16%, -3, 2%, -2%, 30%[activator]
> C#CCOCCOCCOCCNc1nc(N2CCN(C(=O)[C@H](CCC(=O)O)n3cc([C@@H](N)CO)nn3)CC2)nc(N2CCN(C(=O)[C@H](CCC(=O)O)n3cc([C@@H](N)CCSC)nn3)CC2)n1
  -2%, ., -10%, 3%, ., -5, ., -19%, -19%
> COc1cccc(/C=C/C(=O)OCC(=O)NC2CC2)c1OC
  1%, ., 6%, -22%, ., 2, ., 0%, 4%
> CCSC(=O)N1c2ccc(OC)cc2C=CC1C#N (stereo unspecified)
  -4%, ., ., -10%, ., -1, ., -15%, 4%

An excerpt from above, reduced to Pol kappa inh and Pol beta inh.
| compound | Pol kappa inh | Pol beta inh |
| --- | --- | --- |
| COc1cccc(F)c1C(C[N+](=O)[O-])c1c(N)n(C)c(=O)n(C)c1=O (stereo unspecified) | 0% | 20% |
| COc1ccc(C2CC3(O)NC(=O)C(C#N)(C3C)C2(C#N)C#N)cc1 (stereo unspecified) | -12% | 9% |

(more compounds)
Each structure is followed by: Glioma ERSR ind, Pol beta inh, APE1 inh, POLH inh, Anesthetic bind, LDHA inh, BLM helicase inh, Pol kappa inh, POLI inh
> CNC(=S)N/N=C(\C)c1ccc2c(c1)OCCO2
  7%, 0%, -2%, -19%, -12%, -9, 2%, -5%, 18%
> C#CCOCCOCCOCCNc1nc(N2CCOCC2)nc(N2CCN(C(=O)[C@H]([C@@H](C)O)n3cc(CCCCN)nn3)CC2)n1
  0%, -4%, ?, -8%, -12%, 1, 0%, -11%, -16%
> O=c1c2cc3c(cc2n(Cc2ccccc2)c(=O)n1Cc1nc(-c2ccccc2)no1)OCO3
  -5%, 21%, ., 8%, -3%, 1, -2%, 8%, -14%
> Cc1ccc(CCNC(=O)c2cnc3c(-c4ccc(F)cc4)c(C)nn3c2C)cc1
  -6%, 2%, ., -19%, -15%, 7, 1%, 10%, 12%
> OC1CCCN(Cc2cccc3ccccc23)C1 (stereo unspecified)
  -3%, -5%, -2%, -17%, -18%, 0, 21%, 0%, -1%
> O=C1Nc2ccc(S(=O)(=O)NCCCO)c3cccc1c23
  -4%, -12%, 33%, -1%, 927%[activator], 5, -5%, 5%, -22%
> COCCCNc1nc2c(c(=O)n(C)c(=O)n2C)n1Cc1cccc(OC)c1
  -4%, 1%, 0%, -4%, 11%, -3, 2%, -22%, 6%
> CC(=O)Nc1c2c3c(cccc3n(C)c1=O)C(=O)c1ccccc1-2
  -3%, 14%, -5%, -15%, -6%, 1, 5%, 3%, 0%
> COC(=O)c1c(NC(=O)/C=C/C(=O)O)sc(C)c1-c1ccc(C)cc1
  -2%, 1%, 7%, -5%, -11%, -4, -6%, -2%, -21%
> CCCc1cnc(N2CCN(S(C)(=O)=O)CC2)nc1
  6%, 39%, -4%, -19%, -6%, -6, -4%, -13%, 47%[activator]
> O=C(Nc1cccc(Cl)c1N1CCOCC1)c1cccnc1
  -4%, 23%, 2%, -14%, 8%, -7, 3%, -1%, 35%[activator]
> Cc1cccc(-c2noc(CCC(=O)NCc3ccco3)n2)c1
  -2%, -3%, 1%, -3%, -8%, 4, -1%, -15%, -10%
> Cc1cccc2c1-c1sc(C(=O)NCCCN3CCCC(C)C3)cc1CO2 (stereo unspecified)
  -6%, -2%, 30%, -6%, 248%[activator], -1, 28%, 2%, 34%[activator]
> Cc1ccc(N2CC(C(=O)Nc3nc4ccc(S(C)(=O)=O)cc4s3)CC2=O)cc1 (stereo unspecified)
  -5%, ?, 0%, ?, -17%, -1, -13%, -18%, -15%
> CCCc1ccc(Oc2cc(Cl)nc(N)n2)cc1
  5%, 2%, 8%, -16%, -4%, -7, 0%, -4%, 11%
> CCOC(=O)C1(C)/C(=N/Nc2ccccc2OC)C(=O)C(=O)N1c1ccccc1 (stereo unspecified)
  -3%, -1%, 5%, -4%, -17%, 29, 0%, -7%, -15%
> Cc1cc(C)n(CCC(=O)N2CCN(S(=O)(=O)c3ccccc3)CC2)n1
  -2%, -2%, 53%[12.4 µM], -14%, 5%, -2, 1%, -2%, 153%[activator]
> CC(c1ccccc1)n1cc(C(=O)NCc2ccccn2)nn1 (stereo unspecified)
  -4%, -2%, -2%, 7%, -8%, -1, -2%, -14%, 8%
> Cc1ccc2nc(NCc3ccccc3)c(C=NCc3cccnc3)c(=O)n2c1
  -3%, 0%, 7%, -13%, -10%, 3, -2%, 8%, 13%
> COc1ccc(C=CC(=O)c2ccc(OC)c(OC)c2O)cc1OC
  19%, ., ., -19%, ., -6, ., 0%, ?
> CC(CN1CCCCC1)OC(=O)c1ccc2c(c1)OCO2 (stereo unspecified)
  3%, 3%, 1%, -15%, 4%, -1, 3%, 5%, 5%
> COc1ccc(-c2ccc(-c3cc(=O)oc4cc(OC)c(OC)c(OC)c34)cc2)cc1F
  0%&4%, ., -7%&-1%, -17%, ?, 10, -7%[75.6 µM], 6%, -9%
